bIAP activator: bovine intestinal alkaline phosphatase activators, primary screen, biochemical, bovine IAP, CDP-star luminescence. purified bovine IAP, 30 min; hits give high values; fold of DMSO-control signal, blank-subtracted. activation factor at 20 µM. hit rate 0.17% among 200,000. alkaline phosphatase, intestinal [Bos taurus];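 active means activation factor of 2 or more at 20 µM, a signal rise over negative controls twice the positive control's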
FLuc act counter: FLuc activators, initial screening, artefact control for FLuc-dependent activation tests, biochemical, ATPlite luminescence. Luciferin 4-monooxygenase (Photinus pyralis), P08659. ATPlite luciferase biochemical, 10 min; 0 = ATP-free wells, 1 = DMSO control. activation factor at 10 µM. 200,000 tested, under 10 active;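 active means luciferase activation factor, scaled between plate controls, of at least 2 with compound at 10 µM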
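Material: Luciferase/luciferin reagent mix | Doses: Test compounds dosed from 2 mM stocks in 100% DMSO | Timing: 10 min incubation after luciferase reagent addition, room temperature | Measured by: Luminescence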
TNAP inh no acc: human TNAP enzyme inhibitors, primary screen, biochemical, luminescent, no phosphate acceptor, uHTS; purified TNAP, CDP-star luminescence, 30 min; AID 1012, 2008; inhibition, % at 20 µM; hit rate 0.26% among 200,000; Alkaline phosphatase, tissue-nonspecific isozyme (Homo sapiens), P05186;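 active means tissue-nonspecific alkaline phosphatase inhibition above about 50% at 20 µM in the single-dose screen, limit read from the data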;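 further: 0% = DMSO negative control and 100% = EDTA positive control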
Target sequence (P05186 whole entry, looked up): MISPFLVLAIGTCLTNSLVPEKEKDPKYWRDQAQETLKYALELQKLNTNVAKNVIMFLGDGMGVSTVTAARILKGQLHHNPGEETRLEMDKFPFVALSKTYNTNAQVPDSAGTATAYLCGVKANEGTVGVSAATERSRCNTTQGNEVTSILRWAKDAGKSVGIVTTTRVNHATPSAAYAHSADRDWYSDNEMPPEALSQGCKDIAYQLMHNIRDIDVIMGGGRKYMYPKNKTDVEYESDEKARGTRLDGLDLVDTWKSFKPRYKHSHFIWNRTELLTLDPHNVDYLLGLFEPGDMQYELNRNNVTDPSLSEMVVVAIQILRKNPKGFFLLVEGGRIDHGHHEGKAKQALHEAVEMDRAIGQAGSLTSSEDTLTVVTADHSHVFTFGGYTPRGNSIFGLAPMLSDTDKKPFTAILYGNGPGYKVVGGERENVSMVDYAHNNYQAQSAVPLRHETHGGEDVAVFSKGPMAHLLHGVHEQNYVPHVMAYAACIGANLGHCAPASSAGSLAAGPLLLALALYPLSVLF
TNAP act hiacc: TNAP activators at high phosphate acceptor level, primary screen, biochemical, luminescence, uHTS. Alkaline phosphatase, tissue-nonspecific isozyme (Homo sapiens), P05186. purified TNAP, CDP-star luminescence, 1 M DEA, 30 min; hits give high values; 0 = EDTA background, 1 = DMSO-only activity. activation factor at 20 µM. 200,000 tested, under 10 active;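 active means activation factor at least 2 at 20 µM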
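Control set: EDTA negative control, DMSO positive control / Assay system: human TNAP / Quantity: TNAP 1/800 final / Evaluation: TNAP activation factor scaled between EDTA and DMSO control wells / Measured by: luminescent substrate turnover signal / Compound dosing: one dose, 20 µM / Times: 30 min enzyme reaction at room temperature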
TNAP inh hiacc: human TNAP enzyme inhibitors, primary screen, biochemical, luminescent, high phosphate acceptor level, uHTS; Alkaline phosphatase, tissue-nonspecific isozyme (Homo sapiens), P05186; purified TNAP, CDP-star luminescence, 1 M DEA; inhibition, % at 20 µM; hit rate 0.03% among 200,000; AID 1135, 2008;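 active means over 50% inhibition of tissue-nonspecific alkaline phosphatase at 20 µM in the single-dose screen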;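 further: plate controls were DMSO wells for no effect and EDTA-quenched wells as full inhibition for full effect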
L major viab: Leishmania major promastigote growth inhibition, primary screen. Leishmania major promastigotes, resazurin fluorescence viability. inhibition, % at 10 µM. hit rate 9% among 200,000. AID 1063, 2008; in the data active means inhibition above about 50%;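 further: promastigotes grown with compound for 44 hours at 28 °C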
bIAP inhibitor: bovine intestinal alkaline phosphatase inhibitors, primary screen, selectivity assay for TNAP inhibitor project, biochemical, bovine IAP, CDP-star luminescence; alkaline phosphatase, intestinal [Bos taurus]; purified bovine IAP, 30 min; inhibition, % at 20 µM; 190,000 tested, under 10 active; AID 1019, 2008;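 active means over 50% inhibition of intestinal alkaline phosphatase at 20 µM in the single-dose screen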
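Assay system: bovine IAP enzyme; medium: DEA buffer 100 mM, pH 9.8, with MgCl2 1.0 mM, ZnCl2 0.02 mM; doses: 20 µM single dose; incubation: enzyme reaction for 30 min at room temperature; detection: CDP-star luminescence signal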
FLuc inh counter: firefly luciferase enzyme inhibitors, primary screen, artefact control for luciferase-based inhibitor screens, biochemical, luminescence, ATPLite; Luciferin 4-monooxygenase (Photinus pyralis), P08659; 10 min; inhibition, % at 10 µM; hit rate 1.5% among 200,000; AID 1006, 2008;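 active means inhibition above about 50% when tested at 10 µM, limit read from the data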
RAM network inh: inhibitors of the yeast RAM network, primary screen, dse1pr::URA3 reporter, 5-FOA selection. S. cerevisiae dse1pr::URA3 reporter, 5-FOA growth OD615, 2 d; analog-sensitive cbk1-as2 kinase mutant strain. hit rate 1.8% among 190,000. inhibition, % at 50 µM;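 active means inhibition above a set limit, 3 SD over mean compound inhibition, cut at about 8.4% in these data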;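 further: 0% = DMSO-only wells with no growth and 100% = 10 µM 1-NA-PP1 full growth; inhibition rescues growth on 5-FOA so higher OD means more RAM inhibition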
APP transl inh: inhibitors of APP translation via 5'UTR reporter, primary screen, APP 5'UTR luciferase, SH-SY5Y cells; SH-SY5Y APP 5'UTR-luciferase reporter, luminescence; AID 1285, 2008; hit rate 0.82% among 190,000; inhibition, % at 2 µM;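 active means inhibition above a set limit, derived from the sample mean plus 3 SD, cut at about 45% in these data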; further: values of inactives mirror those of a sister screen read the other way
* hit, by the source's call.

| nr | Structure | FLuc inh counter | L major viab | TNAP inh hiacc | TNAP inh no acc | FLuc act counter | TNAP act hiacc | bIAP activator | RAM network inh | bIAP inhibitor | APP transl inh |
| --- | --- | --- | --- | --- | --- | --- | --- | --- | --- | --- | --- |
| 1 | C#CCOCCOCCOCCNc1nc(N2CCN(C(=O)[C@H](C(C)C)n3cc(CCO)nn3)CC2)nc(N2CCN(C(=O)[C@H](C(C)C)n3cc(CCO)nn3)CC2)n1 | 2 | -4 | 0 | -2 | 1 | 1 | 0.9 | 1.4 | 8 | 15 |
| 2 | Cn1c(SCC(=O)NNC(=O)Cc2ccccc2)nnc1-c1ccc(Cl)cc1 | -3 | -5 | -2 | -129 | 1 | 1 | 1 | 2.1 | -4 | -12 |
| 3 | COC(=O)c1cn(CC(=O)NCc2ccco2)c2ccccc12 | -12 | -3 | -7 | -9 | 1.1 | 1.1 | 1 | 0.0 | 0 | 4 |
| 4 | CCOC(=O)/C(=C/Nc1ccccc1)[N+](=O)[O-] | -7 | -2 | -5 | -10 | 1.1 | 1.1 | 0.9 | 2.6 | 13 | 2 |
| 5 | NC(=O)C1(N2CCCCC2)CCN(C(=O)c2ccc(-n3cnnn3)cc2)CC1 | -6 | -1 | 5 | 11 | 1.1 | 0.9 | 1 | 1.2 | 0 | 6 |
| 6 | CCCOc1ccc(C(=O)NC(=S)Nc2nc3ccc(C)cc3s2)cc1 | -4 | -3 | -5 | -4 | 1 | 1.1 | 0.9 | -0.5 | 12 | 17 |
| 7 | Cc1ccc(-c2nc(S(=O)(=O)c3ccc(F)cc3)c(SCC(=O)NCC3CCCO3)o2)cc1 (stereo not given) | 5 | 11 | -3 | -12 | 0.9 | 1 | 1.4 | 0.2 | -44 | -19 |
| 8 | CC(=O)c1ccc(-c2nnc(CCC(=O)N(C)Cc3cnc4ccccn34)o2)s1 | -6 | -1 | -5 | 4 | 1.1 | 1.1 | 1 | -0.3 | 1 | 5 |
| 9 | CCOc1ccc(C2Oc3nc(SC)nnc3-c3ccccc3N2C(C)=O)cc1OC (stereo not given) | -1 | -5 | 2 | 1 | 1 | 1 | 1.1 | 4.7 | -13 | 9 |
| 10 | Cc1c(OCc2nn[nH]n2)ccc2c3c(c(=O)oc12)CCC(C)C3 (stereo not given) | -7 | -9 | -6 | -18 | 1.1 | 1.1 | 0.8 | 0.8 | 20 | -6 |
| 11 | COC(=O)C1=C(C)N(c2ccc(OC)c(OC)c2)C(=O)C1 | -14 | 0 | -8 | -4 | 1.1 | 1.1 | 1 | 1.4 | 3 | -23 |
| 12 | CN1C(=O)c2oc3ccccc3c(=O)c2C1c1ccccn1 (stereo not given) | -9 | 6 | -4 | -10 | 1.1 | 1 | 1 | 0.0 | 2 | -8 |
| 13 | O=C(Cn1cnc2ccccc2c1=O)c1ccc2ccccc2c1 | -3 | -4 | -1 | -2 | 1 | 1 | 1.3 | 2.0 | -28 | -1 |
| 14 | N#CC(C(=O)NCCc1ccccc1)c1nc2ccccc2nc1N1CCCCC1 (stereo not given) | -8 | 15 | 8 | 0 | 1.1 | 0.9 | 0.8 | 3.3 | 16 | -3 |
| 15 | C=CCn1c(SCC(=O)c2ccc(CNC(C)=O)o2)nc2ccccc2c1=O | -8 | 1 | -5 | -13 | 1.1 | 1.1 | 1 | 1.6 | 3 | 9 |
| 16 | O=C(N1CCOCC1)N1c2ccccc2CC(N2CCOCC2)c2ccccc21 (stereo not given) | 2 | 0 | -3 | -10 | 1 | 1 | 1.1 | 0.5 | -14 | 6 |
| 17 | Cc1c(C(=O)NCCC2=CCCCC2)oc2ccc(S(=O)(=O)N3CCOCC3)cc12 | -8 | 28 | -3 | -7 | 1.1 | 1 | 1.1 | 4.9 | -8 | -6 |
| 18 | CCCn1c(N)c(Br)c(=O)[nH]c1=O | -19 | 0 | -3 | 6 | 1.2 | 1 | 1 | -0.1 | -4 | -7 |
| 19 | [O-]C1=N/[N+](=C/c2ccccc2Cl)CC1 | -5 | -5 | -4 | -9 | 1 | 1 | 1 | 0.3 | 0 | 23 |
| 20 | CC(=O)Nc1sc2c(c1CN1CCN(C)CC1)CCCC2 | -5 | 5 | -4 | -9 | 1 | 1 | 1.1 | 0.0 | -6 | 4 |
| 21 | Cc1cc(C)n(-c2ccc(C(=O)OCC(=O)Nc3ccc([N+](=O)[O-])cc3)cc2)n1 | -4 | -5 | 1 | -1 | 1 | 1 | 0.9 | 2.5 | 10 | -10 |
| 22 | Cn1cc(C(=O)NC2CCCCCCC2)c(=O)c2cc(S(=O)(=O)N3CCCC3)ccc21 | -6 | 43 | -2 | -6 | 1.1 | 1 | 1 | -0.6 | -1 | -6 |
| 23 | C[C@@H]1CN(Cc2nc(Cc3ccccc3F)no2)C[C@H](C)O1 | -6 | -9 | -8 | -4 | 1.1 | 1.1 | 1.1 | 0.7 | -10 | 10 |
| 24 | O=C(Nc1nc(-c2ccc(Cl)cc2Cl)cs1)c1ccc(OCC2CCCO2)cc1 (stereo not given) | 0 | 12 | -7 | -9 | 1 | 1.1 | 1 | 2.1 | 3 | -11 |
| 25 | CCc1ccccc1NC(=O)CN(C)Cc1nc(N)nc(Nc2ccccc2C)n1 | -3 | 16 | -4 | -6 | 1 | 1 | 1.3 | 0.1 | -28 | -1 |
| 26 | Cc1cc(CNC(=O)COc2c(F)c(F)cc(F)c2F)c2ccccc2n1 | -4 | -6 | -1 | 3 | 1 | 1 | 1.1 | 2.6 | -12 | 5 |

By substructure: those above with an aryl methoxy group (two)
| nr | Structure | FLuc inh counter | L major viab | TNAP inh hiacc | TNAP inh no acc | FLuc act counter | TNAP act hiacc | bIAP activator | RAM network inh | bIAP inhibitor | APP transl inh |
| --- | --- | --- | --- | --- | --- | --- | --- | --- | --- | --- | --- |
| 9 | CCOc1ccc(C2Oc3nc(SC)nnc3-c3ccccc3N2C(C)=O)cc1OC (stereo not given) | -1 | -5 | 2 | 1 | 1 | 1 | 1.1 | 4.7 | -13 | 9 |
| 11 | COC(=O)C1=C(C)N(c2ccc(OC)c(OC)c2)C(=O)C1 | -14 | 0 | -8 | -4 | 1.1 | 1.1 | 1 | 1.4 | 3 | -23 |

Part of the list above, reduced to L major viab, FLuc inh counter and APP transl inh.
| No. | SMILES | L major viab | FLuc inh counter | APP transl inh |
| --- | --- | --- | --- | --- |
| 15 | C=CCn1c(SCC(=O)c2ccc(CNC(C)=O)o2)nc2ccccc2c1=O | 1 | -8 | 9 |
| 16 | O=C(N1CCOCC1)N1c2ccccc2CC(N2CCOCC2)c2ccccc21 (stereo not given) | 0 | 2 | 6 |
| 17 | Cc1c(C(=O)NCCC2=CCCCC2)oc2ccc(S(=O)(=O)N3CCOCC3)cc12 | 28 | -8 | -6 |
| 18 | CCCn1c(N)c(Br)c(=O)[nH]c1=O | 0 | -19 | -7 |
| 19 | [O-]C1=N/[N+](=C/c2ccccc2Cl)CC1 | -5 | -5 | 23 |
| 20 | CC(=O)Nc1sc2c(c1CN1CCN(C)CC1)CCCC2 | 5 | -5 | 4 |
| 21 | Cc1cc(C)n(-c2ccc(C(=O)OCC(=O)Nc3ccc([N+](=O)[O-])cc3)cc2)n1 | -5 | -4 | -10 |

Full records, quoted from the list. Order of values: FLuc inh counter | L major viab | TNAP inh hiacc | TNAP inh no acc | FLuc act counter | TNAP act hiacc | bIAP activator | RAM network inh | bIAP inhibitor | APP transl inh
`O=C(Cn1cnc2ccccc2c1=O)c1ccc2ccccc2c1` reads -3 | -4 | -1 | -2 | 1 | 1 | 1.3 | 2.0 | -28 | -1
`COC(=O)c1cn(CC(=O)NCc2ccco2)c2ccccc12` reads -12 | -3 | -7 | -9 | 1.1 | 1.1 | 1 | 0.0 | 0 | 4

Source: PubChem (several laboratories)
